Screens (PubChem BioAssay)
MCF10A rerep: inducers of DNA re-replication in MCF 10A breast cells; Potency, µM (titrated, usually from 46.1 µM), for the others: at the highest dose activity, positive = re-replication, hits mostly activators; MCF 10A DNA re-replication, Hoechst nuclear intensity, 48 h; 2.9% of 350,000 active; also: potency is read from the fitted curve at half-maximal effect; % of control where 0% means no effect; nearly all actives have a fitted effect of over 50% in size
HT1080-NT tox: kills 2HG-producing HT-1080-NT fibrosarcoma cells; HT-1080-NT fibrosarcoma viability, CellTiter-Glo ATP luminescence, 48 h; Potency, µM (series often up to 46.1 µM), without a hit: top-dose activity, negative = less viability, usual class: cytotoxic; 1.6% of 360,000 active;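 also: NT is the 2HG producing partner of a matched IDH1 knockdown line; potency is read from the fitted curve at half-maximal effect; 0% = DMSO-treated cells and -100% = media-only wells without cells; nearly all actives have a fitted effect of over 55% in size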
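Viability by CellTiter-Glo luminescence after 48 h compound exposure at 37C of HT-1080-NT cells (750/well, RPMI, 5% FBS). % activity scaled between DMSO wells and medium-only wells, then curve-fitted and categorized by curve class.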
IL1B secr inh: inhibitors of inflammasome signaling (IL-1 beta secretion). THP-1 LPS/ATP IL-1B secretion, AlphaLISA, 16 h; stronger effect = lower value. activity change, % at 57.5 µM. 4.7% of 360,000 active; in the data active = activity change below about -50%; inconclusive = mostly about -30% to -49%; also: % is scaled to controls: 0 for no effect and ±100 for the full control effect
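Secreted IL-1B measured by AlphaLISA bead assay after 16 h compound exposure of THP-1 cells; compounds (final up to 57.5 uM) added 1 h before LPS (250 ng/mL) and ATP (1.25 mM) stimulation; lower signal means less secretion.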
SW480 rerep: DNA re-replication induction in SW480 cells; SW480 DNA re-replication, Hoechst DNA content imaging, 48 h; Potency, µM (series often up to 46.1 µM), without a hit: at the top dose re-replication activation, most hits filed as activators; 1.8% of 340,000 active; also: potency is read from the fitted curve at half-maximal effect; % of control where 0% means no effect; nearly all actives have a fitted effect of over 55% in size
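Compounds, transferred as 23 nL by pin tool, were incubated with cells for 48 hr; DNA content per nucleus was then quantified by Hoechst staining and fluorescence plate imaging.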
ATXN2 expr inh: ATXN2 expression inhibition; HEK-293 ATXN2-luciferase reporter, luminescence, 24 h; Potency, µM (titrated, usually from 57 µM), for inactives: top-dose activity change, negative = inhibition, hits mostly inhibitors; 0.72% of 360,000 active; also: potency is read from the fitted curve at half-maximal effect; % is scaled to controls: 0 for no effect and ±100 for the full control effect; nearly all actives have a fitted effect of over 55% in size
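ATXN2-luciferase reporter cells (luciferase flanked by upstream and downstream ATXN2 gene portions) were treated 24 h at 37 °C with compounds at up to 57 uM. SteadyGlo luminescence gave expression; GF-AFC fluorescence gave viability.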
KB-3-1 cytotox: kills parental KB-3-1 adenocarcinoma cells. KB-3-1 viability, CellTiter-Glo ATP luminescence, 72 h. Potency, µM (titrated, usually from 46.1 µM), for the others: top-dose activity change, negative = cytotoxic, usual class: cytotoxic. 1.4% of 400,000 active. AID 1347075; also: potency is read from the fitted curve at half-maximal effect; % is scaled to controls: 0 for no effect and ±100 for the full control effect; nearly all actives have a fitted effect of over 60% in size
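KB-3-1 cells, DMEM (no phenol red) + 10% FBS; compound by pin transfer, 72 h, 37 °C. Readout: CellTiter-Glo luminescence after 10 min. Data normalized, curve-fitted.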
HT1080 IDH1KD tx: HT-1080 IDH1 knockdown cell toxicity (counter line); 2% of 360,000 active; Potency, µM (titrated, usually from 46.1 µM), for inactives: at the top dose activity, negative = toxicity, usual class: cytotoxic; AID 686971; HT-1080 IDH1 knockdown viability, ATP luminescence, 48 h;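 also: potency is read from the fitted curve at half-maximal effect; 0% = DMSO wells and -100% = cell-free medium wells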
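Assay cells: HT-1080 with IDH1 knockdown, 750 per well, RPMI/5% FBS. Exposure: 48 h at 37 °C following 2 h pre-incubation. Read: CellTiter-Glo luminescence; fitted concentration-response, curve class assigned.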
ATXN viability: viability counter-screen for ATXN expression inhibitors | S2 cells (HEK-293 line with an ATXN2-luciferase reporter) viability, CellTiter-Fluor protease fluorescence, 24 h | Potency, µM (highest dose often 56.7 µM), most hits filed as cytotoxic | 0.49% of 400,000 active | AID 651635; also: potency is read from the fitted curve at half-maximal effect; nearly all actives have a fitted effect of over 40% in size
HepG2 tox: counter-screen for TGF-b inhibitors: cytotoxicity in HepG2 cells; 0.76% of 410,000 active; Potency, µM (series often up to 46.1 µM), inactives show top-dose activity change, negative = cytotoxicity, most hits filed as cytotoxic; HepG2 CAGA-GFP viability, ATP luminescence, 18 h; also: potency is read from the fitted curve at half-maximal effect; some results filed as inactive show a strong effect at the top dose
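CellTiter-Glo luminescence gave cytotoxicity after 18 hours at 37 degrees C. The cells were HepG2 CAGA-GFP in 1% FBS DMEM, stimulated with 500 pg/mL TGF-beta after compound addition. %Activity was normalised to no-cell wells (complete cell-killing) and DMSO (no toxicity), and curves were fitted and classified.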
* = called active by the depositor; [ ] = dose if it differs, or a comment. Unless noted, calls follow the shape of the dose curve; as a rule, active = well fitted curve in the direction sought with a large enough effect; inconclusive = small, poorly fitted or top-dose-only effect, or another doubt; inactive = no such curve, though single readings can be large; an effect the other way counts as inactive or inconclusive.

A first look:
For O=C(COC(=O)C(O)C(O)C(=O)OCC(=O)c1ccc(C(F)(F)F)cc1)c1ccc(C(F)(F)F)cc1 (stereo unspecified) the results were MCF10A rerep 0%, HT1080-NT tox -1%, SW480 rerep 0%, ATXN2 expr inh -20%, KB-3-1 cytotox 0%, HT1080 IDH1KD tx 5%, ATXN viability inactive and HepG2 tox -3%.
`Cc1c(Br)cc(C(=O)NCc2ccco2)c(C)c1C` gave MCF10A rerep 1%, HT1080-NT tox -8%, IL1B secr inh 0, SW480 rerep -4%, ATXN2 expr inh -15%, KB-3-1 cytotox -14%, HT1080 IDH1KD tx 2%, ATXN viability inactive and HepG2 tox -8%.

Main list, from the first entry:
For O=C(COC(=O)C(O)C(O)C(=O)OCC(=O)c1ccc(C(F)(F)F)cc1)c1ccc(C(F)(F)F)cc1 (stereo unspecified) the results were MCF10A rerep 0%, HT1080-NT tox -1%, SW480 rerep 0%, ATXN2 expr inh -20%, KB-3-1 cytotox 0%, HT1080 IDH1KD tx 5%, ATXN viability inactive and HepG2 tox -3%.
`Cc1c(Br)cc(C(=O)NCc2ccco2)c(C)c1C` gave MCF10A rerep 1%, HT1080-NT tox -8%, IL1B secr inh 0, SW480 rerep -4%, ATXN2 expr inh -15%, KB-3-1 cytotox -14%, HT1080 IDH1KD tx 2%, ATXN viability inactive and HepG2 tox -8%.
Cc1ccc(NC(=O)COC(=O)c2ccc(Cl)nc2)cc1S(=O)(=O)N1CCCCC1 was read as MCF10A rerep 15%, HT1080-NT tox 2%, IL1B secr inh -15, SW480 rerep -22%, ATXN2 expr inh 3%, KB-3-1 cytotox 9%, HT1080 IDH1KD tx -5%, ATXN viability inactive and HepG2 tox 0%.
COCCn1c(=NC(=O)c2sc3ccccc3c2Cl)sc2cc(S(N)(=O)=O)ccc21 was read as MCF10A rerep inconclusive, HT1080-NT tox -20%, IL1B secr inh 17, SW480 rerep inconclusive, ATXN2 expr inh -12%, KB-3-1 cytotox -7%, HT1080 IDH1KD tx -1%, ATXN viability inactive and HepG2 tox -27%.
COc1ccc(CCNC(=O)C2(C)CCC(=O)N2CCC(C)C)cc1OC (stereo unspecified) was read as MCF10A rerep -13%, HT1080-NT tox 3%, IL1B secr inh 5, SW480 rerep -3%, ATXN2 expr inh 5%, KB-3-1 cytotox 20%, HT1080 IDH1KD tx 8%, ATXN viability inactive and HepG2 tox -21%.
`O=C(Nc1ccc2c(c1)OCCO2)c1ccc(Br)s1` gave MCF10A rerep inconclusive, HT1080-NT tox -5%, IL1B secr inh -76*, SW480 rerep 107%, ATXN2 expr inh 54%[activator], KB-3-1 cytotox 18µM*, HT1080 IDH1KD tx -1%, ATXN viability inactive and HepG2 tox -20%.
CN(CC(=O)Nn1cnnc1)S(=O)(=O)c1ccccc1 was read as MCF10A rerep 16%, HT1080-NT tox 19%, IL1B secr inh -2, SW480 rerep 0%, ATXN2 expr inh 6%, KB-3-1 cytotox -3%, HT1080 IDH1KD tx 5%, ATXN viability inactive and HepG2 tox -11%.
`O=C(CC(=O)Nc1cccc(F)c1)Nc1cccc(F)c1` gave MCF10A rerep -6%, HT1080-NT tox -1%, IL1B secr inh 7, SW480 rerep -10%, ATXN2 expr inh 18%, KB-3-1 cytotox -1%, HT1080 IDH1KD tx -11%, ATXN viability inactive and HepG2 tox 20%.
Screening O=C(NCc1ccc(Cl)cc1)C1(c2cccs2)CCOCC1 returned ATXN2 expr inh 5%, KB-3-1 cytotox 20%, ATXN viability inactive and HepG2 tox -23%.
For COc1ccc(-c2cc(CCCC(=O)N3CCN(c4ccc(OC)cc4)CC3)no2)cc1 the results were MCF10A rerep -1%, HT1080-NT tox -1%, IL1B secr inh 10, SW480 rerep -10%, ATXN2 expr inh -3%, KB-3-1 cytotox 15%, HT1080 IDH1KD tx -4%, ATXN viability inactive and HepG2 tox -1%.
`Cc1onc(NC(=O)c2ccc(Cl)cc2Cl)c1Br` gave MCF10A rerep 1%, HT1080-NT tox 18%, IL1B secr inh -11, SW480 rerep -3%, ATXN2 expr inh 6%, KB-3-1 cytotox 7%, HT1080 IDH1KD tx -6%, ATXN viability inactive and HepG2 tox -19%.
CC(=O)Oc1ccc(C(=O)[C@H]2[C@H]3C(=O)N(c4ccc(C)cc4C)C(=O)[C@H]3[C@@H]3C=CC=NN32)cc1 was read as MCF10A rerep -13%, HT1080-NT tox 4%, SW480 rerep -8%, ATXN2 expr inh -13%, KB-3-1 cytotox -2%, HT1080 IDH1KD tx 16%, ATXN viability inactive and HepG2 tox 33%.
Screening Cc1c(C(c2ccccc2)c2c(C)n(C)n(-c3ccccc3)c2=O)c(=O)n(-c2ccccc2)n1C returned MCF10A rerep 0%, HT1080-NT tox 8%, IL1B secr inh -9, SW480 rerep -9%, ATXN2 expr inh -6%, KB-3-1 cytotox 3%, HT1080 IDH1KD tx 13%, ATXN viability inactive and HepG2 tox -3%.
Screening CCOc1cc(NC(=O)c2ccco2)c(OCC)cc1NC(=O)COc1ccccc1C returned MCF10A rerep 2.1µM*, HT1080-NT tox 6%, IL1B secr inh -10, SW480 rerep 10%, ATXN2 expr inh inconclusive, KB-3-1 cytotox 15µM*, HT1080 IDH1KD tx 2%, ATXN viability inconclusive and HepG2 tox -1%.
Screening CCn1cc(CN2CCC(n3nccc3NC(=O)c3ccc(OC)cc3)CC2)cn1 returned MCF10A rerep 2%, HT1080-NT tox 1%, IL1B secr inh 20, SW480 rerep -3%, ATXN2 expr inh 0%, KB-3-1 cytotox 9%, HT1080 IDH1KD tx 9%, ATXN viability inactive and HepG2 tox -11%.
Screening Cc1cc(C)nc(SCc2ccc([N+](=O)[O-])cc2)n1 returned MCF10A rerep -3%, HT1080-NT tox -5%, IL1B secr inh -3, SW480 rerep -14%, ATXN2 expr inh -7%[11.3 µM], KB-3-1 cytotox 9%, HT1080 IDH1KD tx -4%, ATXN viability inactive and HepG2 tox -4%.
Screening CCNC(=O)c1cc2c(c(-c3cccc(-c4ccccc4F)c3)n1)[C@@H](CCO)N(C(=O)CC1CC1)C2 returned HT1080-NT tox inconclusive, IL1B secr inh 15, ATXN2 expr inh -37%, KB-3-1 cytotox -15%, HT1080 IDH1KD tx inconclusive and ATXN viability inconclusive.
`Nc1nc(Sc2ccc([N+](=O)[O-])cc2[N+](=O)[O-])n[nH]1` gave MCF10A rerep -9%, HT1080-NT tox -20%, IL1B secr inh -1, SW480 rerep inconclusive, ATXN2 expr inh -24%, KB-3-1 cytotox inconclusive, HT1080 IDH1KD tx -17%, ATXN viability inconclusive and HepG2 tox -16%.
O=C1CSC(c2ccccc2O)N1Cc1ccccc1 (stereo unspecified) was read as MCF10A rerep 4%, HT1080-NT tox 0%, IL1B secr inh 27, SW480 rerep -2%, ATXN2 expr inh 7%, KB-3-1 cytotox -8%, HT1080 IDH1KD tx 7%, ATXN viability inactive and HepG2 tox -2%.
Screening O=C1CS(=O)(=O)C2(C(=O)N(Cc3cccc(F)c3)c3ccccc32)N1c1ccccc1 (stereo unspecified) returned ATXN2 expr inh -1%, KB-3-1 cytotox -3%, ATXN viability inactive and HepG2 tox -6%.
Cn1/c(=N/NC(=O)c2ccccc2Br)sc2ccccc21 was read as MCF10A rerep -2%, HT1080-NT tox 19%, IL1B secr inh -3, SW480 rerep -8%, ATXN2 expr inh 24%, KB-3-1 cytotox inconclusive, HT1080 IDH1KD tx 6%, ATXN viability inactive and HepG2 tox -4%.
Screening Cn1cc(S(=O)(=O)N2CCCCCC2)cc1C(=O)N1CCN(c2ccc(Cl)cc2)CC1 returned ATXN2 expr inh inconclusive, KB-3-1 cytotox -4%, ATXN viability inconclusive and HepG2 tox 2%.
Screening Cn1nnnc1SCC(=O)Nc1cccc(S(=O)(=O)N2CCCC2)c1 returned MCF10A rerep 1%, HT1080-NT tox -1%, IL1B secr inh 8, SW480 rerep -41%[inhibitor], KB-3-1 cytotox 0%, HT1080 IDH1KD tx 0%, ATXN viability inconclusive and HepG2 tox 4%.
Cc1ccc(C)c(NS(=O)(=O)c2c(C)nc3sccn3c2=O)c1 was read as MCF10A rerep 5%, HT1080-NT tox 25%, IL1B secr inh 7, SW480 rerep 0%, ATXN2 expr inh -3%, KB-3-1 cytotox 6%, HT1080 IDH1KD tx 8%, ATXN viability inactive and HepG2 tox -22%.
For CCOc1ccc(Cc2nnc(SCC(=O)Nc3ccc(OC)cc3)n(N)c2=O)cc1 the results were MCF10A rerep 1%, HT1080-NT tox -28%, IL1B secr inh 12, SW480 rerep inconclusive, ATXN2 expr inh 3%, KB-3-1 cytotox -3%, HT1080 IDH1KD tx inconclusive, ATXN viability inactive and HepG2 tox -2%.
O=C1NC(=S)N(C(=O)c2ccc(F)cc2)/C1=C/c1cccnc1 was read as MCF10A rerep 14%, HT1080-NT tox inconclusive, IL1B secr inh -12, SW480 rerep -2%, ATXN2 expr inh 4%, KB-3-1 cytotox 15%, HT1080 IDH1KD tx -13%, ATXN viability inactive and HepG2 tox 2%.
Screening Cc1nnc(SCC(=O)NC23CC4CC(CC(C4)C2)C3)s1 returned MCF10A rerep 3%, HT1080-NT tox 10%, IL1B secr inh 6, SW480 rerep -2%[1.84 µM], ATXN2 expr inh 7%, KB-3-1 cytotox 3%, HT1080 IDH1KD tx 14%, ATXN viability inconclusive and HepG2 tox -9%.
CCCCCOc1ccc(CSC(=N)N)cc1[N+](=O)[O-] was read as MCF10A rerep inconclusive, HT1080-NT tox 21µM*, IL1B secr inh -105*, SW480 rerep inconclusive, ATXN2 expr inh -17%, KB-3-1 cytotox inconclusive, HT1080 IDH1KD tx 16µM*, ATXN viability inconclusive and HepG2 tox -73%.
Cc1ccc(C2CC(c3ccc(Br)cc3)=NN2C(=O)CSC2=NN3CCCC(=O)N=C3S2)cc1 (stereo unspecified) was read as MCF10A rerep 11%, HT1080-NT tox 21%, IL1B secr inh inconclusive, SW480 rerep -9%, ATXN2 expr inh 0%, KB-3-1 cytotox -19%, HT1080 IDH1KD tx inconclusive, ATXN viability inactive and HepG2 tox 9%.
